RPL19A-GFP yeast: alters RPL19A-GFP fluorescence in TOR pathway yeast screen; S. cerevisiae RPL19A-GFP strain, flow cytometry, 3 h; active compounds read low; percent response vs DMSO, % at 10 µM; hit rate 0.3% among 330,000;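 active = percent response vs DMSO below 50%; inconclusive = fewer than 70 events counted for the yeast strain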;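 also: median channel GFP fluorescence of the barcoded RPL19A-GFP strain; ratio of sample median GFP to plate DMSO average so 100% = DMSO; lower means less RPL19A-GFP as with rapamycin TOR inhibition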
AHR act: activates the human aryl hydrocarbon receptor. P35869. AHR-responsive luciferase reporter cells, luminescence. activation, % at 5 µM. hit rate 2.5% among 320,000; in the data active = activation above about 47%;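 also: 0% = vehicle wells and 100% = reference agonist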
proCasp3 act: procaspase-3 (human) activation | recombinant procaspase-3 D3A, Ac-DEVD-pNA absorbance 405 nm | hit rate 0.11% among 330,000 | activation, % at 8.5 µM | P42574;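 active = activation above the mean of all tested compounds plus 3 SD, cut at about 21% in these data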;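 also: 0% = DMSO alone and 100% = DMSO wells spiked with extra 5 µM PC-3 D3A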
Target sequence (P42574 whole entry D9A/D28A/D175A): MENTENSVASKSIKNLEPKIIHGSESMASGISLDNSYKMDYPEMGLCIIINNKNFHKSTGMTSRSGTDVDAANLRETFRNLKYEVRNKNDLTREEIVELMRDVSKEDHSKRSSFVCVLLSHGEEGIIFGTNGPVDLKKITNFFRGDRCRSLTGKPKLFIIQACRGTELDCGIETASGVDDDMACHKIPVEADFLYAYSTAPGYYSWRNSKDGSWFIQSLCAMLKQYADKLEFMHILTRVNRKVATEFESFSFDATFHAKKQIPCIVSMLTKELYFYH
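material = Procaspase-3 D3A mutant | probe or stimulus = Ac-DEVD-pNA | compound = single dose, 8.5 µM nominal compound, 0.8% DMSO | timing = 1 h preincubation, 2 h reaction | measured by = 405 nm absorbance of p-nitroaniline, reads at 0 and 120 min | benchmarks = DMSO-only low control, 5 µM PC-3 D3A high control | repeats = singlicate, each compound tested once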
MEP2 TOR yeast: modulators of TOR pathway MEP2-GFP in S. cerevisiae; S. cerevisiae MEP2-GFP strain, flow cytometry GFP, 3 h; 100% = DMSO control level; hit rate 0.51% among 330,000; GFP response vs DMSO, % at 10 µM;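 active = GFP response versus DMSO above a set limit, roughly screen mean plus 3 SD, cut at about 180% in these data; inconclusive = fewer than 70 cells counted for a yeast strain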;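 also: median GFP fluorescence of the barcode-gated MEP2-GFP cells per well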
LAP4 TOR yeast: alters LAP4-GFP fluorescence in TOR pathway yeast screen; S. cerevisiae LAP4-GFP multiplex, flow cytometry GFP, 3 h; median GFP as percent of DMSO wells; GFP response vs DMSO, % at 10 µM; hit rate 0.34% among 320,000; AID 2023;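 active = GFP response vs DMSO above a set limit, about the screen mean plus 3 SD, cut at about 150% in these data; inconclusive = under 70 cell events counted for the yeast strain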
procasp7 counter: counter-screen for procaspase-3 activators: activators of human procaspase-7; P55210; hit rate 0.093% among 330,000; recombinant procaspase-7, Ac-DEVD-pNA absorbance 405 nm; D23A/D198A/D206A triple mutant, cannot self-cleave; scale: DMSO 0, 5 µM enzyme 100; activation, % at 8.5 µM; AID 463210;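 active = percent activation above the screen-wide mean plus 3 SD, cut at about 25% in these data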
Target sequence (P55210 whole entry D23A/D198A/D206A): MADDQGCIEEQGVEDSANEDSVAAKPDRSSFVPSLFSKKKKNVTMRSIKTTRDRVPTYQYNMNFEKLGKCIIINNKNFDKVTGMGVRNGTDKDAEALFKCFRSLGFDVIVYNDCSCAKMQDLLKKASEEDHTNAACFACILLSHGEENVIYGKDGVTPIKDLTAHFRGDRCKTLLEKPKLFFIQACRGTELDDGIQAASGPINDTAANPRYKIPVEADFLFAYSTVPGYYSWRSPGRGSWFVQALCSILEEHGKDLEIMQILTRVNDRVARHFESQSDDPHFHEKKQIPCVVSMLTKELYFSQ
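System: Uncleavable procaspase-7 mutant enzyme; Amount: 2 µM procaspase-7 mutant as dispensed; Schedule: 1 h compound preincubation, 2 h substrate cleavage, 25 °C; Measured by: 405 nm absorbance of p-nitroaniline; Evaluation: percent activation from buffer-corrected 0–120 min absorbance change; Control set: low DMSO alone, high DMSO plus 5 µM PC-7.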
Yeast superoxide: yeast age-related superoxide inhibition as caloric restriction mimetic. S. cerevisiae aged cells, superoxide DHE fluorescence; active compounds read low. superoxide response (% of plate mean), % at 10 µM. hit rate 0.18% among 330,000. AID 2690;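 active = superoxide response under a set limit, about three screen SD below normal, cut at about 65% in these data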;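 also: yeast aged for seven days with compound at 30 °C before DHE staining; 100% = average MFI of all compound-treated wells on the plate with controls excluded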
JMJD2C inh: inhibitors of human GASC-1 (JMJD2C) demethylase. inhibition, % at 2.35 µM. GST-JMJD2C(1-420) H3K9me3 demethylation, DELFIA europium. Q9H3R0. hit rate 0.069% among 330,000;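 active = more than half of a compound's replicate wells show inhibition beyond 50%, single wells judged on their own value; inconclusive = some, but no more than half, of replicates pass 50% inhibition; inactive = no replicate passes 50% inhibition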;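 also: signal counts dimethyl H3K9 product captured on neutravidin plate; 0% = median of DMSO wells and 100% = 0.3 times that DMSO median; strong numbers were not always called active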
Active calls of the source: *; ? = inconclusive; . = no result given; & = joins results of further samples; [ ] = dose if it differs, or a comment.

1) CCc1ccc(OCC(=O)NC(=S)Nc2ccc(C)cc2C)c(Br)c1
2) CCCc1nnc(NC(=O)CN2CCOCC2)s1
3) CCc1ccc(NC(=O)CS(=O)CC(=O)NCC2OCCc3ccccc32)cc1 (stereo not given)
4) O=C1/C(=C\c2ccc(Br)cc2)SC(=S)N1NS(=O)(=O)c1ccccc1
5) CN1CCN(C(=O)N2CCNC2=O)CC1
6) O=C(c1ccccc1Cl)N(Cc1ccc(Br)cc1)N1C(=O)CCC1=O
7) C[C@@H]1C(=O)O[C@H]2CC34[C@H]5C[C@@H](C(C)(C)C)[C@]36[C@@H](OC(=O)[C@@H]6O)O[C@@]4(C(=O)O5)[C@]21O (stereo not given in full)
8) CCC(=O)N1N=C(c2c(O)n(C)c(=O)n(C)c2=O)CC1c1ccccc1 (stereo not given)

Assay by compound	1	2	3	4	5	6	7	8
RPL19A-GFP yeast	96	106	97	98	96	97	94	97
AHR act	-2	0	4	2	1	0	-3	0
proCasp3 act	-1	-3	2	1	6	-6	11	-2
MEP2 TOR yeast	100	105	97	97	98	99	102	101
LAP4 TOR yeast	94	97	94	93	95	105	115	109
procasp7 counter	-7	-1	1	-13	-1	-1	18	8
Yeast superoxide	102	102	100	90	97	101	97	135
JMJD2C inh	1	102	2&8	-19	-3	-5	.	-2

9) CC(C)Oc1ccc2c(c1)OC(c1ccccc1)(C(F)(F)F)NC2=O (stereo not given)
10) NC1=NC2(CCCCC2)N(c2ccc(F)cc2)C(N)=N1
11) CCOC(=O)N1CCC(N2CCN(CCC(C)C)C(CCO)C2)CC1 (stereo not given)
12) Nc1ccccc1SC(C[N+](=O)[O-])c1ccccc1 (stereo not given)
13) CCCCCCc1cc2cc(S(=O)(=O)c3ccc(Cl)cc3)c(=O)oc2cc1O
14) N#C/C(=C\c1cc([N+](=O)[O-])c(N2CCOCC2)cc1N1CCOCC1)c1nc2ccccc2[nH]1
15) COc1ccc(-n2nc(C(=O)NCC(=O)N(C)Cc3ccccc3)c3ccccc3c2=O)cc1
16) Cc1cccc(N2CCN(C(=O)CCNS(=O)(=O)c3ccc4c(c3)CCC(=O)N4)CC2)c1C

Assay by compound	9	10	11	12	13	14	15	16
RPL19A-GFP yeast	106	100	104	84	99	97	99	105
AHR act	2	0	-2	12	-2	2	-2	2
proCasp3 act	4	-3	-12	-35	-2	6	8	5
MEP2 TOR yeast	152	101	105	94	92	101	114	110
LAP4 TOR yeast	123	96	93	209*	104	111	102	107
procasp7 counter	-5	-8	2	-41	-3	-3	3	2
Yeast superoxide	96	82	84	75	94	94	105	99
JMJD2C inh	2	-12	6	3	10	-20	3	4

17) COc1cccc(NC(=O)Cc2cccs2)c1
18) Cc1cc(=O)n2c3ccccc3n(CC(O)CN3CCCC3)c2c1C#N (stereo not given)
19) CCOC(=O)C(Cc1ccc(OC)c([N+](=O)[O-])c1)NC(=O)CCC(=O)Nc1ccc(C)cc1 (stereo not given)
20) Cc1cccc(/C(N)=N/OC(=O)c2ccc(F)cc2)c1
21) CCCN(CCC)CCCNc1ccc2nnc(-c3ccc(F)cc3)n2n1
22) CO/N=C/C(C#N)=C/c1ccc(OC)c(OC)c1
23) Cc1cc(C)c(S(=O)(=O)N2CCCCC2C(=O)O)c(C)c1 (stereo not given)
24) O=C(O)CC1c2ccccc2S(=O)(=O)N1Cc1ccccc1 (stereo not given)

Assay by compound	17	18	19	20	21	22	23	24
RPL19A-GFP yeast	102	101	100	101	105	93	89	98
AHR act	3	1	5	0	7	-4	-2	0
proCasp3 act	-8	6	1	6	-3	-4	6	5
MEP2 TOR yeast	116	101	100	122	106	102	86	95
LAP4 TOR yeast	101	99	95	142	103	101	91	125
procasp7 counter	0	2	-2	-2	5	-4	7	-6
Yeast superoxide	108	99	109	108	101	95	109	87
JMJD2C inh	3	-2	8	-18	21	-10	8	18

25) CCN(CC(=O)NCCN1CCOCC1)S(=O)(=O)c1ccc(F)cc1
26) CCOc1ccc(NC(=O)CSc2ccc(-c3ccccn3)nn2)cc1
27) Nc1c(C(=O)NCCN2CCOCC2)c2nc3ccccc3nc2n1-c1ccc2c(c1)OCO2
28) CC1CCc2nc(NC(=O)Nc3ccc4c(c3)OCO4)sc2C1 (stereo not given)
29) CC(C)c1cc(C(=O)NCCc2ccccc2)no1
30) CCOC(=O)Nc1ccc2c(CN3CCC(C(=O)OC)CC3)cc(=O)oc2c1
31) CCN(CC)CCNC(=O)c1ccccn1
32) CCSc1nc2ccc(N3C(=O)C4C5C=CC(C5)C4C3=O)cc2s1 (stereo not given)

Assay by compound	25	26	27	28	29	30	31	32
RPL19A-GFP yeast	?	109	100	105	91	107	95	98
AHR act	0	1	1	-3	3	2	0	12
proCasp3 act	-3	8	-6	-14	7	-8	-4	-3
MEP2 TOR yeast	280*[may fluoresce red and violet]	106	109	115	95	89	99	96
LAP4 TOR yeast	92[may fluoresce red and violet]	108	99	101	110	93	94	95
procasp7 counter	-2	2	4	-25	-3	-4	7	-2
Yeast superoxide	111	102	89	85	102	101	98	96
JMJD2C inh	1	0	5	2	6	-2	3	5

33) Cc1cccc(C(C#N)c2ccc(Cl)nn2)c1 (stereo not given)
34) CCOc1cc2c(cc1OCC)CN(C(=O)c1cccc(S(=O)(=O)N3CCCC3)c1)CC2
35) C/C(=C/C=N/Nc1nc(N2CCCCC2)nc(N2CCCCC2)n1)c1ccccc1
36) Cc1cc(/C=C2\SC(=S)NC2=O)c(C)n1-c1cccc(O)c1
37) Nc1cc(-c2nc3ncccc3o2)ccc1Cl
38) CC1(C)C2CCC1(CS(=O)(=O)N1CCCC1C(=O)O)C(=O)C2 (stereo not given)
39) Cc1ccc(Cl)cc1NC(=O)COC(=O)CSc1ccccc1
40) CCn1nc(C)c(NC(=O)CC23CC4CC(CC(C4)C2)C3)c1C

Assay by compound	33	34	35	36	37	38	39	40
RPL19A-GFP yeast	91	95	101	99	94	104	104	102
AHR act	-3	3	2	9	59*	-1	-2	0
proCasp3 act	-1	5	9	-23	-9	9	4	2
MEP2 TOR yeast	97	97	102	120	102	119	108	100
LAP4 TOR yeast	108	95	112	132	103	97	112	96
procasp7 counter	-2	-4	19	-9	6	-7	6	-5
Yeast superoxide	94	92	99	103	104	95	110	85
JMJD2C inh	0	1	2	3	4	13	2	3

41) Cc1nnc(C)n1/N=C/c1ccc(-c2ccccc2Cl)o1
42) Oc1ccc2ccccc2c1C=Nc1ccc(Cl)cn1
43) COc1ccc(NC(=O)c2cc3ccccc3oc2=O)c(OC)c1
44) COC(=O)Nc1sc2c(c1C(=O)N1CCOCC1)CCC(C)C2 (stereo not given)
45) CC1=NNC(=O)C1C(c1cccc(O)c1)C(C#N)C#N (stereo not given)
46) Cc1cn2nc(N)c3ccccc3c2n1
47) COc1ccc(-c2nc3ccc(N4CCCC4)cc3c(=O)[nH]2)cc1OC
48) O=C(CSc1nccc(-c2cccs2)n1)Nc1ccc(Cl)cc1

Assay by compound	41	42	43	44	45	46	47	48
RPL19A-GFP yeast	101	101	100	102	104	93	98	94
AHR act	9	19	28	4	-1	18	-8	29
proCasp3 act	-4	3	-7	-2	1	1	31*	-5
MEP2 TOR yeast	100	97	100	103	105	96	102	98
LAP4 TOR yeast	100	89	92	105	101	92	102	106
procasp7 counter	20	-5	-4	-2	-7	-5	-5	-1
Yeast superoxide	93	76	109	98	98	92	87	91
JMJD2C inh	5	-1	9	7	2	2	4	1

49) CCOC(=O)c1ccc(COc2ccc(C(C)C)cc2)o1
50) COc1cc(-c2ccc3c(=O)c4ccccc4sc3c2)cc(OC)c1OC
51) CC(C)OC(=O)c1c(NC(=O)CCn2nnc3ccccc32)sc2c1CCCC2
52) CCCCNC(=O)CSc1nc2ccccc2c(=O)n1C1CCCC1
53) Cc1ccccc1S(=O)(=O)Cc1ccc(C(=O)NCCN(C)Cc2ccccc2)o1
54) O=C(COC(=O)c1ccc(F)cc1)NC1CC1
55) CN(CC(O)Cn1c2ccccc2c2ccccc21)S(C)(=O)=O (stereo not given)

Assay by compound	49	50	51	52	53	54	55
RPL19A-GFP yeast	103	91	100	102	96	95	94
AHR act	0	1	3	0	3	1	17
proCasp3 act	-3	-2	-6	9	1	2	-2
MEP2 TOR yeast	108	100	97	104	99	96	93
LAP4 TOR yeast	98	88	97	112	93	95	85
procasp7 counter	-7	-1	3	8	-2	6	-7
Yeast superoxide	114	106	101	90	91	110	101
JMJD2C inh	4	7	-12	8	-17	-4	-5

An excerpt from above in order of length of the SMILES, smallest number first.
54) O=C(COC(=O)c1ccc(F)cc1)NC1CC1
49) CCOC(=O)c1ccc(COc2ccc(C(C)C)cc2)o1
55) CN(CC(O)Cn1c2ccccc2c2ccccc21)S(C)(=O)=O (stereo not given)
50) COc1cc(-c2ccc3c(=O)c4ccccc4sc3c2)cc(OC)c1OC
53) Cc1ccccc1S(=O)(=O)Cc1ccc(C(=O)NCCN(C)Cc2ccccc2)o1

Assay by compound	54	49	55	50	53
RPL19A-GFP yeast	95	103	94	91	96
AHR act	1	0	17	1	3
proCasp3 act	2	-3	-2	-2	1
MEP2 TOR yeast	96	108	93	100	99
LAP4 TOR yeast	95	98	85	88	93
procasp7 counter	6	-7	-7	-1	-2
Yeast superoxide	110	114	101	106	91
JMJD2C inh	-4	4	-5	7	-17
